TrxR1 substrate: is turned over as a substrate by rat TrxR1; Potency, µM (highest dose often 114 µM), inactives show at the highest dose activity change, negative = substrate turnover; purified TrxR1 substrate turnover, NADPH consumption readout; O89049; 390,000 compounds, 0.01% hits; AID 588456; also: potency is read from the fitted curve at half-maximal effect; % is scaled to controls: 0 for no effect and ±100 for the full control effect; nearly all actives have a fitted effect of over 50% in size
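Rat TrxR1, dispensed at 90 nM, was prereduced with 400 uM NADPH (final) for 5 min at ~22 deg C, then incubated with compound 15 min before 400 uM selenite. A first-read NADPH fluorescence drop versus no-compound background flagged substrates.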
Pin1 inhibitor: human Pin1 inhibition. Pin1 FP peptide displacement, HiFluor488, 10 min. Potency, µM (series often up to 115 µM), inactives show at the top dose activity, negative = inhibition, actives largely listed as inhibitors. 390,000 compounds, 0.009% hits. AID 504891; active = well fitted inhibition curve with a large enough effect in the polarisation, with a control signal flat, not every such curve was filed as active; inconclusive = small, poorly fitted or top-dose-only effect, or effect the other way, or a change in a side signal; inactive = no such curve, though single readings can be large or run the other way; the % refers to the polarisation; also: potency is read from the fitted curve at half-maximal effect; % is scaled to controls: 0 for no effect and ±100 for the full control effect
PGK inhibitor: inhibitors of T. brucei phosphoglycerate kinase | PGK/GAPDH coupled, Kinase-Glo luminescence, 60 min | Potency, µM (highest dose often 57.5 µM), inactives show at the top dose activity change, negative = inhibition, most hits filed as inhibitors | 380,000 compounds, 0.043% hits; also: potency is read from the fitted curve at half-maximal effect; % is scaled to controls: 0 for no effect and ±100 for the full control effect; nearly all actives have a fitted effect of over 60% in size
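Luminescent ATP detection (Kinase-Glo Plus) follows a 60-minute room-temperature incubation, with wells lacking PGK as controls. Buffer: 100 mM TEA (pH 7.6), 5 mM MgCl2, 0.01% Tween-20. Coupling enzyme GAPDH (100 nM final) supplies unstable 1,3-BPG in-well.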
USP1-UAF1 inh: USP1/UAF1 (human) deubiquitinase inhibition; AID 743255; 390,000 compounds, 0.23% hits; recombinant USP1/UAF1, Ub-Rhodamine cleavage fluorescence; Potency, µM (titrated, usually from 57.1 µM), for the others: at the top dose activity change, negative = inhibition, usual class: inhibitors; also: potency is read from the fitted curve at half-maximal effect; % is scaled to controls: 0 for no effect and ±100 for the full control effect; nearly all actives have a fitted effect of over 60% in size; inactives centre near -12
Target sequence (O94782 whole entry, looked up): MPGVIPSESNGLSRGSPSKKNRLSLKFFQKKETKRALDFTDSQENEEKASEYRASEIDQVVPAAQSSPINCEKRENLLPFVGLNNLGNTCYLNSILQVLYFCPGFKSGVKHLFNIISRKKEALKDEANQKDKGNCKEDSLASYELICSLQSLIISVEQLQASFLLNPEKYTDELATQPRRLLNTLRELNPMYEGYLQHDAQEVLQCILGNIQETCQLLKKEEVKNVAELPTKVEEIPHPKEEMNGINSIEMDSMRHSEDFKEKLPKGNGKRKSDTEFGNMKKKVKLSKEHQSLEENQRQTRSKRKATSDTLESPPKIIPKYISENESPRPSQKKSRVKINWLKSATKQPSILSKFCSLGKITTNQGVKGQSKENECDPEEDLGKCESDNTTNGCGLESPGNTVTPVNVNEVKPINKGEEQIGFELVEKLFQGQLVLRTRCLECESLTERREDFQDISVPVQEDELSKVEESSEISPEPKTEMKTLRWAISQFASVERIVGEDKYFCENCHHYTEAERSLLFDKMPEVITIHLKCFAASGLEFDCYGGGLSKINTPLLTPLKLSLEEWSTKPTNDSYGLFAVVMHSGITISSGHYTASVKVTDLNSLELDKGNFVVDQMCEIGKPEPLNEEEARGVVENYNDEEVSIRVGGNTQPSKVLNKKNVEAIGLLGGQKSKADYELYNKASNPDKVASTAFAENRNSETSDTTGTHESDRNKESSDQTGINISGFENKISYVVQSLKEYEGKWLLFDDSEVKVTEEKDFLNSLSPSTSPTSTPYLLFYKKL
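High-throughput fluorogenic screen: 1nM USP1/UAF1 complex, Ub-Rho substrate 150nM final, 50mM HEPES pH 7.8 with 0.5mM EDTA, 0.1 mg/ml BSA, 1mM TCEP and 0.01% Tween-20.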
GLS inhibitor: inhibitors of human glutaminase (GLS) | GLS enzymatic activity, qHTS titration | 410,000 compounds, 0.21% hits | Potency, µM (top dose mostly 45.5 µM), for inactives: at the highest dose activity change, negative = inhibition, most hits filed as inhibitors; also: potency is read from the fitted curve at half-maximal effect; % is scaled to controls: 0 for no effect and ±100 for the full control effect
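hKGA in 45 mM KH2PO4 pH 8.2, 0.02% Tween-20 with pin-transferred compounds; 1 mM L-glutamine (stock) plus glutamate oxidase/HRP/Amplex Red coupling added. Fluorescence read initially and after 30 min at RT.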
HP1b chromo inh: blocks HP1-beta chromodomain binding to methylated histone tails; P83916; AlphaScreen HP1-beta / biotin-H3K9me3 peptide binding; Potency, µM (doses to about 114 µM), without a hit: top-dose activity change, negative = inhibition, hits mostly inhibitors; 390,000 compounds, 0.56% hits; AID 540317; also: potency is read from the fitted curve at half-maximal effect; nearly all actives have a fitted effect of over 70% in size; inactives centre near 23
Target sequence (P83916 whole entry, looked up): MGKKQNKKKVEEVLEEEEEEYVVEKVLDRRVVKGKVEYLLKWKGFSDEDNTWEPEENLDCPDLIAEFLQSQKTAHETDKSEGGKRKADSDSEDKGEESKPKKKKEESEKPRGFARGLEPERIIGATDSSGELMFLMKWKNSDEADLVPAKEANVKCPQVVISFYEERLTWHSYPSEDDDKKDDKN
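HP1-beta protein (50 nM final) preincubated 30 min at room temperature with biotinylated H3(1-18)K9me3 peptide (50 nM) in PBS pH 7.4, 0.01% Tween-20, then compound added for 30 min. AlphaScreen streptavidin donor/nickel chelate acceptor beads (10 ug/mL final), 30 min dark, luminescence read.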
IDH1 R132H inh: inhibitors of human mutant IDH1 R132H | IDH1-R132H enzyme, NADPH consumption, diaphorase/resazurin fluorescence | 390,000 compounds, 0.093% hits | Potency, µM (top dose mostly 76.6 µM), for inactives: at the highest dose activity change, negative = inhibition, usual class: inhibitors | O75874; also: potency is read from the fitted curve at half-maximal effect; % is scaled to controls: 0 for no effect and ±100 for the full control effect; nearly all actives have a fitted effect of over 65% in size
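IDH1-R132H (0.5 ug/mL dispensed) in pH 7.5 Tris buffer was preincubated 30 min with compound, then given a substrate mix of 0.016 mM NADPH and 2 mM alpha-KG for 80 min at room temperature; remaining NADPH was read by diaphorase/resazurin fluorescence.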
rTrxR1 inhibitor: rat TrxR1 inhibition | AID 588453 | recombinant rTrxR1, NADPH fluorescence consumption, selenite substrate | O89049 | 390,000 compounds, 1% hits | Potency, µM (top dose mostly 114 µM), inactives show at the top dose activity change, negative = inhibition, hits mostly inhibitors; also: potency is read from the fitted curve at half-maximal effect; % is scaled to controls: 0 for no effect and ±100 for the full control effect; nearly all actives have a fitted effect of over 65% in size
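Rat TrxR1 (90 nM in the dispensed reagent) was pre-reduced with 400 uM NADPH for 5 min at room temperature, then incubated with compound for 15 min. After 400 uM selenite was added, NADPH fluorescence (Ex 340/Em 450 nm) was followed for 8 min.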
PI4K2A block: PI4K2A (human) kinase inhibition; Q9BTU6; activity change, negative = inhibition, % at 76.9 µM; AID 1346378; 420,000 compounds, 0.13% hits; purified PI4K2A, ADP-Glo luminescence, 1 h; stronger effect = lower value; in the data active = activity change below about -50%; inconclusive = mostly about -30% to -49%;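 also: -100% = wells without enzyme as full effect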
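In this quantitative HTS, ADP production by PI4K2A was quantified luminescently after 1 h at ambient temperature; 100 microM adenosine served as plate-quality control.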
Active calls of the source: *; i = inactive; ? = inconclusive; & = joins results of further samples; [ ] = another dose, or the depositor's remark. Unless noted, calls follow the shape of the dose curve; as a rule, active = well fitted curve in the direction sought with a large enough effect; inconclusive = small, poorly fitted or top-dose-only effect, or another doubt; inactive = no such curve, though single readings can be large; an effect the other way counts as inactive or inconclusive. This is a subset (hit frequency here may not be typical).

SMILES	TrxR1 substrate	Pin1 inhibitor	PGK inhibitor	USP1-UAF1 inh	GLS inhibitor	HP1b chromo inh	IDH1 R132H inh	rTrxR1 inhibitor	PI4K2A block
Cc1cc2c(nn1)CCC/C2=N\O	-7.8%	-7.6%	-6.6%	-9.1%	17.0%	33.8%	3.4%	-7.3%	-1.4
CCCCN(CC)CCCNC(=O)c1cn(C)c(=O)c2c1c1ccccc1n2C	18.9%&9.5%	-0.1%&-0.3%	i	-21.5%&3.7%	-21.3%&4.4%	4.1%&14.7%	2.3%&-20.8%	-12.2%&10.3%	2.0&5.2
Cc1ncccc1C(=O)N1CCCC(C(=O)c2ccc3c4c(cccc24)CC3)C1 (configuration not stated)	11.9%[57.1 µM]	-0.9%	-6.9%	-11.9%	0.0%	2.5%	-1.1%	6.2%[57.1 µM]	3.2
N#Cc1cc2c([nH]c1=S)CCCC2	-15.0%	2.5%	1.1%	-7.4%	?	-27.9%	2.7%	-34.3%	-3.4
O=C(Nc1ccc2c(c1)OCCO2)c1ccc(Br)c(S(=O)(=O)N2CCOCC2)c1	9.9%[57.1 µM]	7.9%	-5.8%	-8.1%	13.3%	-2.9%	8.6%	2.2%[57.1 µM]	-0.8
Cc1nn(-c2ccccc2)c2nc(C(F)F)cc(C(F)F)c12	4.0%	?	4.3%	-3.9%	-0.8%	127.5%[activator]	-10.0%	6.2%	2.5
CN(Cc1cccc2cnccc12)C(=O)c1cc(COc2ccc(F)cc2Cl)on1	-11.8%	1.7%	i	-17.9%	-17.0%	64.7%[activator]	0.0%	-0.1%	9.1
Cc1ccc(S(=O)(=O)NC2CC2)cc1	5.7%	0.4%	-14.2%	-21.1%	-0.2%	31.7%	-3.3%	34.0%	3.2
Cc1c(NC(=O)c2cc(-c3cccc(O)c3)on2)c(=O)n(-c2ccccc2)n1C	-4.1%	1.0%	i	-9.2%	22.3%	24.3%	1.2%	-13.5%	-5.6
COC(=O)c1ccc(NC(=O)c2cc(=O)c3ccc(C)cc3o2)cc1	-4.8%	9.1%	i	-13.2%	3.4%	23.2%	10.4%	1.1%	2.0
COc1ccc(NC(=O)CSc2ccc(-c3ccccn3)nn2)cc1OC	-6.0%	-3.8%	0.6%	-15.2%	-3.8%	33.1%	1.6%	-19.7%	0.2
Cc1cc(N2CCC(C)CC2)nc2ccc(NC(=O)/C=C/c3cccc(Cl)c3)cc12	6.1%[2.29 µM]	-0.5%	-4.2%	-24.1%	1.1%	11.3%	-1.2%	22.6%	1.4
CCCn1c(SCC(=O)N2c3ccccc3CC2C)nnc1-c1ccco1 (configuration not stated)	-0.3%	0.5%	8.3%	-9.2%	16.9%	13.0%	4.9%	-13.7%	-0.5
Cc1ccc(-c2cn3cccnc3n2)cc1NC(=O)C(C)(C)Oc1ccc(Cl)cc1	91.2%[activator][57.1 µM]	0.8%	2.1%	-9.3%	7.4%	22.1%[57 µM]	-0.1%	11.8%[57.1 µM]	-4.3
Cn1nnc2cc(C(=O)N3CCC(c4ccccc4)C3)ccc21 (configuration not stated)	-7.4%	-3.1%	i	-7.3%	-16.1%	37.3%	2.4%	-5.5%	2.6
Cc1ccc(-n2c(C)nc3ncnc(-c4ccccc4)c32)cc1	20.8%	-10.0%	-3.6%	0.1%	-2.4%	-1.3%	9.1%	22.9%[57.1 µM]	-3.7
O=C(CCNS(=O)(=O)c1ccccc1)OCC(=O)c1ccc[nH]1	-7.9%	1.0%	-1.0%	-1.3%	5.2%	20.4%	-3.0%	-8.7%	-8.9
COc1cc2ncnc(N[C@H](C)c3ccccc3)c2cc1OC	-2.5%[57.1 µM]	2.7%	0.0%	7.4%	6.0%	35.0%	1.5%	-8.7%[57.1 µM]	3.2
Cc1ccc(S(=O)(=O)N2CCC(C(=O)O)CC2)cc1	4.6%	2.2%	i	-8.3%	11.8%	18.7%	13.2%	25.3%	-7.6
NNC(=O)c1sccc1OCc1ccc(F)cc1	-3.1%	-1.4%	-4.3%	?	3.7%	41.5%[activator]	6.7%	14.1%[57.1 µM]	8.4
Cc1ccc(NC(=O)CN2c3cccc4cccc(c34)S2(=O)=O)cc1	7.8%	23.8%	-0.3%	-3.9%	9.5%	17.6%	9.5%	-0.2%	7.1
CCOC(=O)COn1c(-c2cccc(Cl)c2)nc2ccc([N+](=O)[O-])cc21	-1.7%	8.4%	2.6%	-19.5%	-0.6%	44.7%[activator]	9.9%	-0.6%	-1.7
COC(=O)c1c(C(=O)OC)c(-c2ccc(C)cc2)n2c1CS(=O)(=O)C2	-5.6%	?	-8.8%	-5.0%	-2.8%	36.6%[activator]	2.5%	-6.4%	2.0
Cc1cc(C)cc(NC(=S)NCCCN2CCOCC2)c1	2.1%	13.1%	-9.1%	-22.2%	7.0%	33.3%	4.0%	-12.4%	-2.0
O=C(CN1CCN(Cc2ccc(Cl)cc2)C1=O)NCc1ccc(F)cc1	-0.3%[57.1 µM]	-6.8%	7.2%	-1.9%	-8.7%	10.8%	-5.6%	9.7%[57.1 µM]	-8.2

Next section; the last 7 above are carried over.
SMILES	TrxR1 substrate	Pin1 inhibitor	PGK inhibitor	USP1-UAF1 inh	GLS inhibitor	HP1b chromo inh	IDH1 R132H inh	rTrxR1 inhibitor	PI4K2A block
Cc1ccc(S(=O)(=O)N2CCC(C(=O)O)CC2)cc1	4.6%	2.2%	i	-8.3%	11.8%	18.7%	13.2%	25.3%	-7.6
NNC(=O)c1sccc1OCc1ccc(F)cc1	-3.1%	-1.4%	-4.3%	?	3.7%	41.5%[activator]	6.7%	14.1%[57.1 µM]	8.4
Cc1ccc(NC(=O)CN2c3cccc4cccc(c34)S2(=O)=O)cc1	7.8%	23.8%	-0.3%	-3.9%	9.5%	17.6%	9.5%	-0.2%	7.1
CCOC(=O)COn1c(-c2cccc(Cl)c2)nc2ccc([N+](=O)[O-])cc21	-1.7%	8.4%	2.6%	-19.5%	-0.6%	44.7%[activator]	9.9%	-0.6%	-1.7
COC(=O)c1c(C(=O)OC)c(-c2ccc(C)cc2)n2c1CS(=O)(=O)C2	-5.6%	?	-8.8%	-5.0%	-2.8%	36.6%[activator]	2.5%	-6.4%	2.0
Cc1cc(C)cc(NC(=S)NCCCN2CCOCC2)c1	2.1%	13.1%	-9.1%	-22.2%	7.0%	33.3%	4.0%	-12.4%	-2.0
O=C(CN1CCN(Cc2ccc(Cl)cc2)C1=O)NCc1ccc(F)cc1	-0.3%[57.1 µM]	-6.8%	7.2%	-1.9%	-8.7%	10.8%	-5.6%	9.7%[57.1 µM]	-8.2
CN(NS(=O)(=O)c1ccc(Cl)cc1)c1cnn(C)c(=O)c1Cl	2.5%	-13.2%	-8.2%	-19.9%	10.0%	37.3%	6.1%	30.9%	6.2
COc1ccccc1NS(=O)(=O)c1ccc2[nH]c(=S)oc2c1	5.3%[57.1 µM]	1.5%	-5.0%	1.1%	?	12.3%	0.0%	-13.1%[57.1 µM]	-3.7
N#Cc1c(F)cccc1NCc1cccs1	-0.7%	-8.2%	-6.0%	-1.1%	8.0%	79.0%[activator]	4.7%	20.3%	3.3
CN(CC#CC(O)(c1ccccc1)c1ccccc1)C(C)(C)C	-0.3%[11.4 µM]	6.7%	15.5%	?	0.3%	9.7%	0.8%	-33.1%[2.29 µM]	1.5
CCc1cccc(C)c1NC(=O)CCCn1c(C)c2cnn(-c3ccccc3)c(=O)c2c1C	-0.8%	1.1%	-1.7%	-17.2%	-0.7%	-7.9%	16.4%	?	0.0
NC(=O)c1ccc(NC(=O)COC(=O)c2c[nH]c3ccccc23)cc1	3.5%	8.7%	-5.4%	-3.3%	5.4%	22.3%	-2.4%	10.7%	-4.3
COC(=O)C1=C(C)NC(=O)NC1c1ccc2c(c1)OCO2 (configuration not stated)	3.3%	4.1%	i	-24.1%	-1.7%	20.9%	-5.4%	21.0%	-1.6
CC1=C(C(N)=O)C(c2ccc(F)cc2)n2nc(-c3ccc(N(C)C)cc3)nc2N1 (configuration not stated)	-4.3%	-6.3%	i	-6.5%	0.0%	6.9%	-18.1%	3.7%	-0.2
COc1ccc(C2=NC(CO)(CO)CO2)cc1	-2.2%	-1.8%	-4.6%	-9.4%	-2.2%	48.0%[activator]	8.5%	-7.2%	-1.6
CCc1nc(N)c(C#N)c(-c2ccncc2)c1C	6.0%[57.1 µM]	0.1%	5.8%	-4.4%	-1.6%	10.8%	0.6%	0.0%[57.1 µM]	7.0
Cc1ccc(S(=O)(=O)N(C)C)cc1NC(=O)COC(=O)c1c(C)noc1C	3.6%[57.1 µM]	6.2%	3.6%	-6.9%	-5.8%	23.2%	2.9%	2.9%[57.1 µM]	3.8
O=C1CCC(=O)N1CCC(c1ccc(F)cc1)c1ccco1 (configuration not stated)	8.6%	2.6%	-0.4%	-6.9%	-10.1%	18.6%	4.8%	?	12.4

Source: PubChem BioAssay (National Center for Advancing Translational Sciences (NCATS))
